High-throughput results (PubChem)
GDH-TPI counter: counter-screen for M. tuberculosis FBA inhibitors: GDH-TPI coupled enzymes | 360,000 compounds, 1.2% hits | AID 588335 | GDH-TPI coupled enzyme counterscreen, NADH absorbance | inhibition, % at 4.8 µM; in the data active means inhibition above about 30%;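 further: 0% = DMSO wells and 100% = wells lacking the enzyme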
FBA Mtb inh: inhibits M. tuberculosis FBA enzyme; P9WQA3; purified M. tuberculosis FBA, fluorescence read-out; inhibition, % at 1 µM; 360,000 compounds, 2.3% hits; AID 588726; in the data active means inhibition above about 27%;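 further: 0% = vehicle and 100% = reference inhibitor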
BioA inh: BioA (M. tuberculosis) enzyme inhibition | purified M. tuberculosis BioA enzyme, plate reader | inhibition, % at 9.99 µM | 360,000 compounds, 0.096% hits; in the data active means inhibition above about 40%
VHR inh abs: DUSP3 (human) phosphatase inhibition | P51452 | recombinant VHR phosphatase, pNPP absorbance | inhibition, % at 13.3 µM | 290,000 compounds, 0.52% hits; in the data active means inhibition above about 50%; further: some compounds called inactive have numbers as strong as hits
Target sequence (P51452 whole entry, looked up): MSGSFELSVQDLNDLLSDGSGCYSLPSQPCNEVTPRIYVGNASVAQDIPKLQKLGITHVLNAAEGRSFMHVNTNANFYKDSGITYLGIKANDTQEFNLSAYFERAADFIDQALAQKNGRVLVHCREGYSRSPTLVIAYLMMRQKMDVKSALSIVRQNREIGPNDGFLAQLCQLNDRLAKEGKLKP
BH1578 lux ind: inducers of Vibrio cholerae quorum light production without autoinducers. V. cholerae BH1578 lux reporter, luminescence, 6 h. activation, % at 18.7 µM. 350,000 compounds, 0.16% hits; in the data active means activation mostly above about 9.7%, no sharp cut-off; further: not every result past the cut was called active; inactives centre near 0; reference of the scale not given here
MazF activator: MazEF (E. coli) toxin RNase activation | FAM/BHQ RNA-DNA oligo cleavage fluorescence, 5 h | activation, % at 20 µM | 350,000 compounds, 0.32% hits | AID 504720; in the data active means activation above about 50%
UGM FP inh: blocks M. tuberculosis UGM enzyme. P9WIQ1. inhibition, % at 10 µM. purified UGM, fluorescence polarization probe displacement. 320,000 compounds, 0.06% hits; in the data active means inhibition above about 10%, passing the limit was not always enough
Target sequence (P9WIQ1 whole entry, looked up): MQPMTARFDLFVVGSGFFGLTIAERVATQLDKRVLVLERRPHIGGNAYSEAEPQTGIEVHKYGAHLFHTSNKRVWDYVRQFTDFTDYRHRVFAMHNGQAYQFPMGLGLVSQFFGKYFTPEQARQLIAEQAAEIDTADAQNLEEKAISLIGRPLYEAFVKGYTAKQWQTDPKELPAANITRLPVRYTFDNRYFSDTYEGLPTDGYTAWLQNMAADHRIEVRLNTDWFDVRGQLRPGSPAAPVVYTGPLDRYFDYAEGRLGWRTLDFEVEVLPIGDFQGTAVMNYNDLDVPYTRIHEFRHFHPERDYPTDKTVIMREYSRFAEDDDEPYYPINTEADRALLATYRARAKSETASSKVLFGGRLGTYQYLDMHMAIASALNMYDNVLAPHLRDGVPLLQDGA
SARS 3CLpro inh: SARS-CoV 3CLpro protease inhibition; P0C6X7; recombinant SARS-CoV 3CLpro, quenched FRET peptide cleavage; inhibition, % at 6 µM; 290,000 compounds, 0.14% hits; in the data active means inhibition above about 12%
Rv3671c inh: inhibits the M. tuberculosis serine protease Rv3671c | P9WHR9 | inhibition, % at 5.96 µM | 320,000 compounds, 0.048% hits; in the data active means inhibition above about 38%;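 further: extracellular domain of Rv3671c used as enzyme; 0% = enzyme with DMSO and 100% = no enzyme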
Target sequence (P9WHR9 whole entry, looked up, the tested form may be a part): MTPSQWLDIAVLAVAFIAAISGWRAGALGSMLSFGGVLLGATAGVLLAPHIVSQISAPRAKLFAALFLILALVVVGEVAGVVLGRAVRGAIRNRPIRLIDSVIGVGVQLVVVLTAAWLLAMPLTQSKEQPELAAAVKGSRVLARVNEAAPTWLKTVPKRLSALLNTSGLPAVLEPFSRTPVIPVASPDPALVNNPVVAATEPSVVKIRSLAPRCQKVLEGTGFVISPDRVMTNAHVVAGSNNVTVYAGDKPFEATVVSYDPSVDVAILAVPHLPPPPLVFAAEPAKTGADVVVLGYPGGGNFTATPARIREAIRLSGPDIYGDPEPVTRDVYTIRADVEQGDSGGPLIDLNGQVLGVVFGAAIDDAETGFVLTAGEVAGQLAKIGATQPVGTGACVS
PriA SSB inh: blocks PriA binding to SSB C-terminal tail; 430,000 compounds, 0.6% hits; AlphaScreen SSBct-PriA binding, biotinylated peptide; inhibition, % at 33 µM; in the data active means inhibition mostly above about 37%, no sharp cut-off; inactive means mostly below about 20%;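 further: plate controls were negative control peptide for no effect and reference peptide for full effect; strong numbers were not always called active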
An asterisk follows results filed as active; i = inactive; nt = no result given.

Values run as follows: GDH-TPI counter	FBA Mtb inh	BioA inh	VHR inh abs	BH1578 lux ind	MazF activator	UGM FP inh	SARS 3CLpro inh	Rv3671c inh	PriA SSB inh
> COC(=O)C[C@H]1C[C@@H]2c3cc(NS(=O)(=O)c4cccc(OC)c4)ccc3O[C@@H]2[C@@H](CO)O1
 : -3	-1	-1.2	nt	-0.2	6	nt	nt	nt	nt
> CC1(C)Cc2nc(-c3ccccc3)n3cnnc3c2CO1
 : 9	1	-0.1	8	0.6	-1	-0.7	3	-7	-9
> CCOc1ccccc1CNC(=O)C1CCCN(c2nn3c(=O)cc(C)nc3s2)C1 (centres undefined)
 : 9	-3	-1.6	15	3.7	-2	2.4	-2	3	0
> O=[N+]([O-])c1ccccc1CNCCCCO
 : -5	1	-1.5	nt	-19	4	0.0	nt	1	-2
> CC(CC(=O)Nc1ccc2c(c1)OCCO2)c1ccccc1 (centres undefined)
 : 9	-2	1.0	-4	i	6	0.5	0	2	-16
> Cc1ccc(S(=O)(=O)N2CCCCC2)cc1NC(=O)COC(=O)c1cccc(O)c1
 : -10	-2	0.7	nt	-0.3	7	nt	nt	nt	nt
> O=C(NC1CCCCC1)c1cc(N2C(=O)CCC2=O)ccc1Cl
 : 2	0	-1.1	3	-0.4	-7	2.7	2	8	-7
> COC(=O)Nc1ccc(NC(C)=O)cc1
 : -7	0	0.0	-1	-0.1	1	-1.5	7	8	-9
> Cc1cc(OC(=O)N(C)C)n(-c2ccccc2)n1
 : -10	1	nt	15	i	7	-3.6	5	-4	-7
> O=c1nc(-c2ccccc2Cl)c2cc(F)ccc2[nH]1
 : 5	53*	-1.1	44	i	7	-3.1	-2	1	3
> Cc1noc(C)c1S(=O)(=O)N(C)CC(=O)Nc1ccc(F)cc1
 : 6	-3	-2.9	30	-2.0	-8	3.1	3	4	-3
> O=C(O)c1ccc(CN2C[C@@H](CO)O[C@@H](n3cnc4c(Nc5ccccc5)ncnc43)C2)cc1
 : -2	-5	-1.4	nt	i	nt	nt	nt	nt	nt
> COc1ccc(NC(=S)Nc2ncccc2C)c(OC)c1
 : 12	0	-1.7	20	-1.6	1	2.8	-2	10	46*
> CCOc1ccc(NC(=O)COC(=O)c2c[nH]c3ccccc23)cc1
 : 7	-2	-1.8	nt	-0.8	-11	nt	nt	nt	nt
> CCOC(=O)N1CCN(C(=O)C2CCN(S(=O)(=O)c3cc(Cl)ccc3Cl)CC2)CC1
 : -11	0	0.6	-4	-0.3	-1	2.0	-4	0	-6
> Cc1cc(C)nc(NNS(=O)(=O)c2c(F)cc(F)cc2Br)n1
 : 7	2	-1.4	nt	i	-16	3.4	nt	6	16
> C#CC(CCN1CCCCC1)(OC)c1ccccc1 (centres undefined)
 : 9	1	-1.0	5	-0.5	-4	-0.1	2	nt	-4
> O=C(c1ccco1)N1CCN(C(=O)c2ccc(CS(=O)c3ccc(Br)cc3)o2)CC1 (centres undefined)
 : 3	1	2.2	nt	-3.0	2	nt	nt	nt	nt
> C/C(=N\Nc1nc2ccccc2[nH]1)c1cccs1
 : 23	-1	-4.5	9	i	2	-3.6	-2	4	nt
> CCN(CC)CCCNC(=O)COc1ccc2oc3c(c2c1)CCCC3
 : -2	1	0.0	nt	4.3	7	3.6	-4	-2	-9
> Cc1ccc(NC(=O)Cc2nc(CSc3nnc(-c4ccc5c(c4)OCO5)o3)cs2)cc1
 : 9	0	0.4	12	i	-15	0.5	-2	-21	-2
> Cc1cc(C)c(S(=O)(=O)n2ccc3ccccc32)c(C)c1
 : 10	-1	nt	-19	i	-3	0.5	3	0	-21
> O=C(COC(=O)/C=C/c1ccc(Cl)cc1)NC1CCCCCC1
 : 2	1	-3.3	nt	-2.6	-2	0.4	nt	-4	-19
> O=C(COC(=O)c1ccc(Cl)nc1)Nc1ccc2c(c1)OCO2
 : -1	0	0.3	19	2.9	9	1.8	-3	-6	-6
> O=C(CN1C(=O)NC2(CCCCC2)C1=O)NCCc1c[nH]c2ccccc12
 : -2	0	2.5	14	i	4	4.4	-3	-2	8
> Cc1noc(C)c1N=Nc1ccc(Br)cc1C(=O)O
 : 9	1	nt	7	-1.6	9	-1.6	-4	0	-5
> Cc1ccc2[nH]c3c(c2c1)CCCC3NCCO (centres undefined)
 : -5	-6	-1.4	10	i	7	1.5	0	3	0
> COC(=O)CSc1nnc(CSc2nc(C)cc(C)n2)o1
 : 1	0	nt	-14	-0.1	3	-2.2	-7	-7	-12
> CC(NS(=O)(=O)c1ccc(OCC(=O)Nc2cccc([N+](=O)[O-])c2)cc1)c1ccccc1 (centres undefined)
 : 6	-1	nt	-4	-0.7	-10	-0.5	-3	-11	-1
> O=C(Nc1nonc1-c1ccc(Cl)cc1)c1ccco1
 : 4	2	-0.2	-17	0.6	7	1.8	-3	-10	-7
> CN1C(=O)Cc2cc(S(=O)(=O)NCc3cccs3)ccc21
 : -1	-3	3.0	8	-0.4	4	2.7	2	-10	-12
> Cc1ccccc1NC1=NCC(C)S1 (centres undefined)
 : -19	-3	-0.6	25	i	3	-2.5	5	3	-4
> Nc1ccn(CCCN2CCN(Cc3cccc4ccccc34)CC2)c(=O)n1
 : -18	0	2.0	nt	-2.1	0	nt	nt	nt	nt
> Cc1occc1C(=O)NCCc1ccc(Cl)cc1
 : -14	-1	-0.4	7	-0.2	3	-2.5	-2	-3	-1
> O=C(N/N=C/c1ccc2c(c1)OCO2)c1ccc2c(c1)OCO2
 : 16	-2	-0.2	24	-0.4	9	2.8	1	2	nt
> CC(C)C[C@@H](C(=O)NC1CC1)N1C(=O)N2CCc3c([nH]c4ccccc34)[C@@]2(C)C1=O
 : 1	6	1.8	-7	-0.4	1	-0.5	0	3	10
> COc1ccc2sc(-c3ccc(N(C)C)cc3)c(-c3cnc(OC)nc3)c2c1
 : 14	7	-1.6	nt	-0.3	-6	-0.9	nt	4	-2
> CN(C)S(=O)(=O)c1cccc(NC(=O)Cc2ccc(-c3ccccc3)cc2)c1
 : -8	-2	-1.4	1	1.7	-6	-0.9	-1	-27	5
> O=C(NCCc1cccs1)C1CC(c2ccc([N+](=O)[O-])cc2)=NO1 (centres undefined)
 : 7	1	-0.5	3	-1.0	3	0.5	2	10	-8
> O=c1[nH]c(C2CCCN(S(=O)(=O)c3ccc(F)cc3)C2)nc2c1nnn2Cc1ccccc1 (centres undefined)
 : 4	1	5.7	16	i	0	1.0	-4	-2	-7
> COc1ccc(NC(=O)c2ccc(S(=O)(=O)N(C)C)cc2)cc1
 : 4	-2	nt	18	i	-3	-1.0	4	-6	-7
> C=CCC12C=C(OC)C(=O)OC(OC)(C1O)[C@H](c1ccc3c(c1)OCO3)[C@H]2C (some centres undefined)
 : 3	3	-0.6	nt	0.7	-9	-0.4	nt	1	-4
> O=C(NCC1CCCO1)C1CC(c2ccccc2Cl)=NO1 (centres undefined)
 : -11	1	-0.6	34	i	1	-1.7	3	-6	-6
> Brc1ccc(-[n+]2c(-c3ccccc3)cc(-c3ccccc3)cc2-c2ccccc2)cc1
 : 15	1	6.1	nt	-2.1	7	1.6	nt	-1	10
> NS(=O)(=O)c1ccc(CCNC2CC(=O)N(Cc3ccccc3)C2=O)cc1 (centres undefined)
 : 7	-1	nt	-4	-0.9	-3	2.3	3	3	-5

Brought forward from above: 3 compounds, followed by the next part.
Values run as follows: GDH-TPI counter	FBA Mtb inh	BioA inh	VHR inh abs	BH1578 lux ind	MazF activator	UGM FP inh	SARS 3CLpro inh	Rv3671c inh	PriA SSB inh
> O=C(NCC1CCCO1)C1CC(c2ccccc2Cl)=NO1 (centres undefined)
 : -11	1	-0.6	34	i	1	-1.7	3	-6	-6
> Brc1ccc(-[n+]2c(-c3ccccc3)cc(-c3ccccc3)cc2-c2ccccc2)cc1
 : 15	1	6.1	nt	-2.1	7	1.6	nt	-1	10
> NS(=O)(=O)c1ccc(CCNC2CC(=O)N(Cc3ccccc3)C2=O)cc1 (centres undefined)
 : 7	-1	nt	-4	-0.9	-3	2.3	3	3	-5
> COc1ccccc1C(=O)Nc1ccc(OCC(=O)N2CCCCC2C)cc1 (centres undefined)
 : -8	1	-0.3	nt	-0.5	4	nt	nt	-7	-1
> CCc1ccc2c(c1)C(c1cccs1)=NNC(c1cccnc1)=N2
 : 2	0	1.0	32	i	-4	-5.2	-2	3	15
> Cc1ccc(NC(=O)COC(=O)CCC(=O)c2ccc(C(C)(C)C)cc2)c([N+](=O)[O-])c1
 : 4	4	nt	2	i	1	0.0	-4	-14	11
> O=C(O)C1=C[C@@H](c2ccccc2)C[C@@H](OCCCCO)O1
 : 6	7	1.0	nt	-5.3	4	-1.2	nt	-5	0
> COc1cc(COc2ccc(-c3nnco3)cc2)ccc1OC(F)F
 : 8	0	-5.8	12	-10	0	1.5	0	-1	-4
> CN(C(=O)Cn1nc(Cl)ccc1=O)C1CCCN(Cc2ccccc2F)C1 (centres undefined)
 : 4	1	-0.3	2	-0.4	5	1.7	-2	0	-2
> O=C(Nc1c(-c2ccc(F)cc2)nc2ccccn12)c1ccc(F)cc1
 : 3	2	0.1	21	1.6	0	1.9	-5	-4	-6
> Cc1cc(C(=O)Nc2ccccc2C(=O)O)ccc1NC(=O)COc1ccccc1Cl
 : 3	-2	-0.1	18	i	-26	0.1	-1	-44	0
> COc1ccc(OC)c(NC(=O)CCN2CCN(C)CC2)c1
 : 7	-1	-0.6	-16	2.6	1	-0.9	-4	-15	-17
> COCCCN1CCN(C2Cc3ccccc3Sc3ccc(Cl)cc32)CC1 (centres undefined)
 : 7	4	-2.4	6	-0.3	-12	-0.7	1	5	16
> CCCn1c(SCC(=O)Nc2cccc(S(=O)(=O)N(C)C)c2)nc2ccccc2c1=O
 : 5	-1	0.7	-6	-0.5	3	-1.6	5	-1	-5
> Cc1ccccc1NS(=O)(=O)c1ccc(C(=O)N(C)CC(=O)Nc2ccccc2Br)cc1
 : 3	-2	-1.2	nt	-1.1	-4	-3.0	nt	10	5
> N#Cc1cccc(NC(=O)c2nc(-c3ccccc3)n(-c3ccccc3)n2)c1
 : -2	-4	2.2	35	i	9	1.8	4	-14	-10
> CCOC(=O)C(C(=O)c1ccccc1)C(c1ccccc1)c1nccc2ccccc12 (centres undefined)
 : 15	-2	-1.0	nt	i	-1	nt	nt	nt	nt
> CCOc1ccc(OCC(=O)OCC(=O)Nc2ccc3[nH]c(=O)[nH]c3c2)cc1
 : 0	1	-2.0	nt	-2.9	-5	nt	nt	nt	-1
> CC1CCN(S(=O)(=O)c2ccc(C(=O)N3CCCCC3C(=O)O)cc2)CC1 (centres undefined)
 : 3	1	-0.5	nt	i	7	-2.0	nt	4	-4
> CCCn1nc2cc(C(=O)NCCCCc3ccccc3)ccc2c1OCC
 : 9	53*	-0.6	-12	-0.5	0	-0.8	0	-6	9
> O=C(Cc1csc(Nc2nc(=S)[nH]c3ccccc23)n1)NCCCN1CCN(c2ccccc2F)CC1
 : 16	-1	-0.7	-6	0.6	-8	0.4	3	-3	2
> CC(OC(=O)c1ccc(-n2cnnn2)cc1)C(=O)Nc1ccccc1F (centres undefined)
 : -2	4	0.8	nt	-5.0	6	-1.3	nt	-3	-5
> O=C1CCN(Cc2ccccc2)C(=O)N1
 : 1	1	-1.4	nt	i	8	nt	nt	nt	4
> CCN1/C(=C/c2ccc3cc(C)ccc3[n+]2CC)Sc2ccccc21
 : 7	-14	nt	-4	-0.2	69*	-11	-19	-9	43
> CCN(Cc1ccccc1)S(=O)(=O)c1c[nH]c(C(=O)OC)c1
 : 4	3	0.7	21	-0.2	8	0.4	9	4	6
> CN(C)CCCNC(=O)/C=C/c1ccc(OCc2c(F)cccc2Cl)cc1
 : 4	6	6.0	13	i	-3	0.7	2	9	1
> COc1cccc(/C=C/C(=O)Nc2ccccc2N2CCOCC2)c1
 : -3	0	-3.9	4	-0.6	0	4.6	2	6	-14
> Cc1nc(SCC(=O)N2CCCCC2)c2c(C)c(C)sc2n1
 : -1	1	nt	0	-0.2	8	-0.5	-2	6	-2
> CCN(CC(=O)Nc1ccc2c(c1)OCCO2)C(=O)COc1ccc(C)cc1
 : -8	2	0.4	65	i	-5	-1.4	-5	-5	-19
> CC(/C=N/n1c(COc2ccccc2)n[nH]c1=S)=C\c1ccco1
 : 12	-8	nt	5	-0.7	14	-2.1	4	-3	nt

Not all compounds are listed; rates above refer to the full screens.
